Bioassay records as filed in PubChem.
LMP1 NFkB inh – Epstein-Barr LMP1 NF-kappaB reporter inhibition. LMP1-induced NF-kappaB luciferase reporter cells, luminescence. inhibition, % at 12.5 µM. 350,000 compounds, 0.69% hits. AID 504558; in the data active = inhibition above about 41%;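 note: 0% = neutral control wells and 100% = reference inhibitor control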
NOD2 RIPK2 PPI – blocks binding of human NOD2 to RIPK2; O43353; CHO BLA complementation NOD2-RIPK2, CCF4 ratio; inhibition, % at 4.98 µM; 360,000 compounds, 0.38% hits; AID 624267; in the data active = inhibition above about 21%;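 note: 0% = vehicle only and 100% = reference blocker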
SRC3 inh – inhibitors of human steroid receptor coactivator 3 (SRC3). inhibition, % at 3.6 µM. 360,000 compounds, 0.17% hits. AID 588352. HEK293 GAL4-SRC3 luciferase reporter, luminescence;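 active = inhibition above a per-campaign cutoff, the mean of all compounds plus 3 SD, cut at about 60% in these data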;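 note: 0% = DMSO-treated cells and 100% = gossypol-treated cells at 36 µM; higher means less SRC3-driven luciferase light from the GAL4 reporter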
TLR9-MyD88 inh – inhibitors of human TLR9-MyD88 binding; 340,000 compounds, 0.21% hits; inhibition, % at 4.98 µM; Q9NR96+Q99836; CHO BLA complementation TLR9-MyD88, CCF4 FRET ratio; AID 504734;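 active = inhibition above the mean over all tested compounds plus 3 SD, cut at about 21% in these data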;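 note: 0% = DMSO only wells and 100% = clavulanate BLA inhibitor control wells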
TWEAK Fn14 block – inhibitors of TWEAK-Fn14 interaction signaling. inhibition, % at 10 µM. TWEAK-stimulated Fn14 reporter cells, luciferase luminescence, 8 h. AID 1159606. 360,000 compounds, 2% hits; in the data active = inhibition above about 50%
TRAIL sens C8 – sensitizes caspase-8 expressing cells to TRAIL. 360,000 compounds, 1% hits. NB7+C8 cells + TRAIL, ATPlite viability luminescence. inhibition (viability loss, TRAIL sensitization), % at 10 µM;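 active = compounds causing at least 50% loss of cell viability in the single-dose screen, relative to plate controls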
NR2F2 inh – NR2F2 (human) inhibition, primary screen; 370,000 compounds, 0.7% hits; inhibition, % at 8.6 µM; HEK293T NGFI-A luciferase reporter, luminescence;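 active = inhibition above a per-plate cutoff, mean inhibition of test wells between control levels plus 3 SD, cut at about 38% in these data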;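 note: cells cotransfected with COUP-TFII expression vector driving the NGFI-A reporter; 0% = median of COUP-TF2 test wells and 100% = reporter-only cells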
LRH-1 inv ag – inverse agonists of human LRH-1 (NR5A2); O00482; HEK293T StAR-luciferase reporter, LRH-1 transfected, 24 h; inhibition, % at 3.6 µM; 360,000 compounds, 0.13% hits; AID 602396;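 active = inhibition above the mean inhibition of all tested compounds plus 3 SD, cut at about 73% in these data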;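 note: 0% = DMSO wells and 100% = reporter-only cells lacking LRH-1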
SRC1 inh – inhibitors of human steroid receptor coactivator 1 (SRC1) | HEK293 GAL4-SRC1 luciferase reporter, luminescence | inhibition, % at 3.6 µM | 360,000 compounds, 0.12% hits | AID 588354;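 active = inhibition above the campaign mean plus 3 SD, with each screening campaign given its own cutoff, cut at about 60% in these data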;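 note: 0% = DMSO treated cells and 100% = gossypol at 36 µM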
TROY signal inh – blocks TROY-dependent signaling in reporter cells; inhibition, % at 10 µM; 360,000 compounds, 0.98% hits; Q293 LMP1-TROYcd NF-kB luciferase reporter, 4 h;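 active = compounds whose plate-normalised and pattern-corrected inhibition of the luciferase reporter signal at the single screening dose is 50% or more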
NCOA2 inhibitor – human SRC2 (NCOA2) inhibition. Q15596. HEK293 GAL4-SRC2 luciferase reporter, luminescence. inhibition, % at 9 µM. 370,000 compounds, 0.17% hits. AID 651957;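 active = inhibition above the mean inhibition of all tested compounds plus 3 SD, set per campaign, cut at about 52% in these data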;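 note: 0% = DMSO treated cells and 100% = cells given Gossypol at 36 µM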
Target sequence (Q15596 whole entry, looked up, the tested form may be a part): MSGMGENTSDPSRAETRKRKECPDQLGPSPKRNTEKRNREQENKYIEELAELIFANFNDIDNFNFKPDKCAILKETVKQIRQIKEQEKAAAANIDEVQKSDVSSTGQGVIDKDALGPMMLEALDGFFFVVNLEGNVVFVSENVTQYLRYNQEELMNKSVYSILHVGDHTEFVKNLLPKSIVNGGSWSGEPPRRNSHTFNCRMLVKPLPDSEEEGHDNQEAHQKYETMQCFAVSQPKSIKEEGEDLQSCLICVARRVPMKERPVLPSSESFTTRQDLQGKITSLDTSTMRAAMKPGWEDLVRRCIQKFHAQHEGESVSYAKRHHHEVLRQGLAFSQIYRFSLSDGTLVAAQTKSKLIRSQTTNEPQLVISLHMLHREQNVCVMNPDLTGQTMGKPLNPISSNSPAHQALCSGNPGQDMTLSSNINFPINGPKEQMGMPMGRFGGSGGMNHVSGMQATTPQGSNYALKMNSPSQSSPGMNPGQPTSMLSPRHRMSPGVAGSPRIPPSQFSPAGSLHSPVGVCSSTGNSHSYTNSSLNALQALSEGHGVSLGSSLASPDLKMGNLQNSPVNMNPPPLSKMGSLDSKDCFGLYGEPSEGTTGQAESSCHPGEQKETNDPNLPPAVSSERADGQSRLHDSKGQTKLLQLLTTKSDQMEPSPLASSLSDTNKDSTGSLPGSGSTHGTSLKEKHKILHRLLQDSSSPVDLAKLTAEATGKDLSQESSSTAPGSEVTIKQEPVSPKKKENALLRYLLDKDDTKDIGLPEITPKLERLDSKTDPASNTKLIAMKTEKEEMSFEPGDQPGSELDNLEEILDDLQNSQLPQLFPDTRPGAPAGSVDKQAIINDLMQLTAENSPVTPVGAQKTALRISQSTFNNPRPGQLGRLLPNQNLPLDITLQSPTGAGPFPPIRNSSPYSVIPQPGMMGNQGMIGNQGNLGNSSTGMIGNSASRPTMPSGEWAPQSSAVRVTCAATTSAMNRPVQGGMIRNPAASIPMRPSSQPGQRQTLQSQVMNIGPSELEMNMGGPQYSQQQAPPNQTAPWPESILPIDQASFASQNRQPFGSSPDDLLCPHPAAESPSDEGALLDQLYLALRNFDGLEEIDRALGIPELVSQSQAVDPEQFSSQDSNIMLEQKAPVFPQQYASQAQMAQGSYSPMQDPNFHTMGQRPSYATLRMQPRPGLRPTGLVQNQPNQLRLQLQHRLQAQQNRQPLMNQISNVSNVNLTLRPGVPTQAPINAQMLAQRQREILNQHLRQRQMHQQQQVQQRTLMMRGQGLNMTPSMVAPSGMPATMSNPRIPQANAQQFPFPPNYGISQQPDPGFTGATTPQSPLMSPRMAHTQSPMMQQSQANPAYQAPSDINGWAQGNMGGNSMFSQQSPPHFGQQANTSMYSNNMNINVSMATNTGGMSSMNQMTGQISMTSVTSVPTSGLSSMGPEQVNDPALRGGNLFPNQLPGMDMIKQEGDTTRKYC
Active calls of the source: *; . = not tested or not shown. An excerpt. The share of hits here may be higher or lower than overall.

SMILES	LMP1 NFkB inh	NOD2 RIPK2 PPI	SRC3 inh	TLR9-MyD88 inh	TWEAK Fn14 block	TRAIL sens C8	NR2F2 inh	LRH-1 inv ag	SRC1 inh	TROY signal inh	NCOA2 inhibitor
N#C/C(=C\c1ccc(Oc2ccc(C(F)(F)F)cc2[N+](=O)[O-])cc1)c1nc2ccccc2[nH]1	2	-3	-18	1	32	29	-4	-8	-23	-12	1
CNC(=O)c1nc(C)n(-c2ccc([N+](=O)[O-])cc2)n1	-1	-7	2	-6	13	0	3	14	-2	5	5
Cc1cc(C)cc(-n2ncc3c2CCCC3NC(=O)CCN2CCCC2=O)c1 (centres undefined)	-7	0	-8	0	-5	-9	0	4	-13	-13	-12
COc1cc2c(cc1OC)C(Nc1ccccc1)=NC(C)(C)C2	-2	-4	11	-2	2	-4	16	9	-2	6	11
CCCOC(=O)c1ccc(Oc2cn[nH]c2-c2ccc(OCC)cc2O)cc1	8	12	9	10	24	5	2	10	6	-1	-8
COCCc1ccc(OC2(C)CCN(Cc3cccc(OC)c3OC)C2)cc1 (centres undefined)	.	-9	-8	.	-16	-2	12	-1	12	2	11
COc1ccc(CC(=O)O/N=C(\N)Cc2ccc(OC)c(OC)c2)cc1	-8	2	16	-3	-17	0	.	5	1	27	.
CN(CC(=O)Nc1ccc(C#N)cc1)CC(=O)Nc1ccc(N2CCOCC2)cc1	8	6	3	4	-9	-3	10	23	-2	-9	-22
OCCNCCOc1ccccc1-c1ccccc1	-8	-11	0	-4	-12	-9	10	-15	-27	-7	-28
CCOC(=O)C1=C(CN2CCSCC2)NC(=O)NC1c1ccc2c(c1)OCO2 (centres undefined)	1	6	-12	0	6	-7	10	8	-22	2	0

The final three compounds of the section above open the next one:
SMILES	LMP1 NFkB inh	NOD2 RIPK2 PPI	SRC3 inh	TLR9-MyD88 inh	TWEAK Fn14 block	TRAIL sens C8	NR2F2 inh	LRH-1 inv ag	SRC1 inh	TROY signal inh	NCOA2 inhibitor
CN(CC(=O)Nc1ccc(C#N)cc1)CC(=O)Nc1ccc(N2CCOCC2)cc1	8	6	3	4	-9	-3	10	23	-2	-9	-22
OCCNCCOc1ccccc1-c1ccccc1	-8	-11	0	-4	-12	-9	10	-15	-27	-7	-28
CCOC(=O)C1=C(CN2CCSCC2)NC(=O)NC1c1ccc2c(c1)OCO2 (centres undefined)	1	6	-12	0	6	-7	10	8	-22	2	0
CCN1CCN(CC(O)COc2ccc3c(c2)CCC3)CC1 (centres undefined)	1	-6	-17	-9	-4	-1	-6	-6	1	-5	-3
CCOC(=O)c1ccc(CNC(=O)c2cc(COc3ccccc3SC)on2)o1	-9	-2	-84	4	-10	13	-41	-101	-66	-21	-46
Cc1cc(C)nc(-n2nc(C)c3c(C(F)F)cc(C)nc32)n1	-7	2	4	5	0	1	12	0	0	10	-10
CSCCC(NC(=O)c1ccccc1Br)C(=O)NC(C)CCc1ccccc1 (centres undefined)	-11	-14	6	7	22	2	-5	15	11	-18	-19
Cc1cc2cc(CNC(=O)COc3ccccc3)ccc2n1C	-3	-9	9	3	-15	-10	-2	0	6	0	-35
COc1cc(C(=O)N2CC(C)OC(C)C2)c([N+](=O)[O-])cc1OC (centres undefined)	6	-2	9	-3	4	-12	-3	6	-3	7	8
CCOc1ccc(-c2cncc3nccn23)cc1	.	12	-2	.	-1	-18	-8	-37	-3	-4	-6
Cc1ccccc1OCC(=O)NN1Cc2ccccc2C1=N	-11	12	-8	5	-7	-12	4	0	-8	-21	-2
CC(C)NC(=S)NCc1cccs1	4	3	15	-4	7	-3	-1	13	1	11	-2
COC(=O)C1=C(C)NC2=C(C(=O)C(C(=O)OC)C(c3ccc(OC)cc3)C2)C1c1ccccn1 (centres undefined)	-6	7	11	-6	-9	6	17	20	-1	-4	-15
Cc1c(CCNC=O)cc(C)c2c3c(oc12)CCCC3	-11	-7	-110	-6	-10	16	-63	-149	-70	-49	-51
Cc1ccccc1NS(=O)(=O)c1cc(C(=O)Nc2ccccc2-c2ccccc2)ccc1Cl	-5	-7	18	-2	33	6	-3	8	10	10	-13
CC(=NNC(=S)Nc1cccc(C)c1)c1ccccn1	76*	-9	72*	15	-123	-2	34	86*	73*	-31	32
O=C(Nc1ccc(F)cc1)C(CCc1ccccc1)N1CCN(c2cccc(C(F)(F)F)n2)CC1 (centres undefined)	.	-5	.	.	.	0	6	0	.	.	-38
CCc1nnc(NC(=O)CSc2ccc(-c3cccs3)nn2)s1	4	10	18	1	-14	15	-27	-6	17	7	10
CCC1(COC(=O)Nc2cccc(Cl)c2)COC1	-6	-8	-7	-12	-27	-17	-2	-18	-12	-29	-70
COc1ccc(C(=O)N2CCCC(C(=O)N3CCCCCC3)C2)cc1 (centres undefined)	2	-4	18	-1	-7	12	-12	6	-1	-2	-28
CCCCCCN(C(=O)CCCN1C(=O)NC(c2ccc([N+](=O)[O-])cc2)C(C(=O)OCc2ccccc2)=C1C)C(C)C(=O)NCCCC (centres undefined)	15	4	19	-11	24	1	.	18	-4	15	.
COc1ccc(-c2nc3c4ccccc4ccn3c2CN2CCCCC2)cc1OC	2	-11	-11	4	-20	10	-21	5	-92	-20	-10
Oc1ccc(Cl)cc1Nc1nc(NCC2CCCO2)c2ccccc2n1 (centres undefined)	7	3	19	6	72*	17	14	18	1	51*	5
Cc1c(CCC(=O)N2CCC(C(=O)O)CC2)c(=O)oc2cc3oc4c(c3cc12)CCCC4	15	1	-53	-3	41	-14	61*	-6	-4	25	63*
Cc1nc(N)sc1C(=O)N/N=C/c1ccccc1[N+](=O)[O-]	.	-6	-41	.	8	-9	-35	-130	-67	-32	-40
CCCCn1c(N)c(N(CC)C(=O)c2ccc(-c3ccc(Cl)cc3)o2)c(=O)[nH]c1=O	-4	-7	6	-8	8	-9	-4	-12	-5	-11	-41
CNC(=S)N/N=C/c1ccccc1Cl	-6	-5	2	4	15	0	-26	-17	-12	-27	-16
CC(OC(=O)c1ccco1)C(=O)Nc1ncc(Cl)cc1Cl (centres undefined)	0	-2	-6	-2	-1	-6	15	11	-16	-19	14
CCOC(=O)CC1=NC(=O)CS1	7	-3	6	5	-11	-1	-8	4	-3	12	-4
CCCCn1c(N)c(N(CCOC)C(=O)c2cc3c(s2)CCCCC3)c(=O)[nH]c1=O	3	7	1	-8	11	9	-4	-9	-6	-6	-10
COc1ccc(C2CC(c3ccc([N+](=O)[O-])cc3)=NN2C(=O)c2ccccc2)cc1OC (centres undefined)	-3	-12	15	6	22	1	-2	24	8	5	-16
Nc1cc(=O)[nH]c(=O)n1CCc1ccccc1	4	-5	7	-4	15	-16	8	-7	-129	-2	8
CCOC(=O)c1ccc(N2Cc3ccccc3C2)cc1O	-3	-16	-36	4	-46	16	-8	-41	-64	-55	-35
Cc1ccc(-c2cc(C(F)F)n3ncc(C(=O)Nc4c(C)nn(Cc5ccccc5Cl)c4C)c3n2)cc1	-14	0	-14	10	46	19	-2	1	2	31	-31
COc1ccc(C2CC(c3ccc4ccccc4c3OC(C)=O)=NN2C(C)=O)cc1 (centres undefined)	-41	2	-58	-12	-8	21	-30	-83	-86	-16	-31
O=C(CSc1nnc(-c2c[nH]c3ccccc23)o1)NCC1CCCO1 (centres undefined)	-1	-10	-13	-2	0	-2	-3	7	5	4	-8
Cc1cc(NS(=O)(=O)c2ccccc2)c(C)c(Cl)c1O	1	-8	-2	4	11	4	11	15	-6	8	1
CCC(C)(C)n1nnnc1C(c1cc2ccc(OC)cc2[nH]c1=O)N1CCc2ccccc21 (centres undefined)	0	-18	0	-10	30	-8	-26	23	4	7	17
Cc1noc(C)c1NC(=O)N(C)C[C@@H]1Oc2cc(Br)ccc2S(=O)(=O)N([C@@H](C)CO)C[C@H]1C	-3	2	11	6	18	8	1	-2	-1	-17	13
COc1ccc([C@@H]2CC=C(C(=O)O)CN2S(=O)(=O)c2ccc(Cl)cc2)cc1	-1	-2	-19	-2	2	0	-13	7	7	-1	16
Cc1csc(NC(=O)C(C)N2C(=O)c3ccccc3S2(=O)=O)n1 (centres undefined)	-1	-4	4	-9	6	1	8	-13	-1	11	0
COC(=O)c1ccccc1NC(=O)COc1ccccc1	-8	-10	3	-2	-6	2	6	-11	-6	-22	-17
CN1C(=O)CC(N2CCN(CC(N)=O)CC2)C1=O (centres undefined)	-11	-1	0	6	-2	0	10	11	8	5	-38
COc1ccc(C(=O)Nc2nnc(Cc3ccc(OC)c(OC)c3)s2)cc1	5	-4	-33	2	-1	5	14	-16	-4	11	0
COc1ccc(-c2cc(C)no2)cc1S(=O)(=O)NCCCN1CCN(c2ccccc2)CC1	.	1	12	-2	2	39	6	-8	4	16	-32
COc1ccc(CCNC(=O)C(F)(F)F)cc1S(N)(=O)=O	.	-1	.	.	.	2	-13	-6	.	.	8
NC(=NC1CCCCC1)NS(=O)(=O)c1ccccc1	-2	-7	12	9	10	-15	8	8	-18	-5	6
O=C(O)CCn1cc(/C=C/C(=O)c2ccc(Cl)cc2)c(-c2cccc(Br)c2)n1	2	0	19	-12	66*	17	10	24	11	41	11
N#Cc1ccc(CSc2nnc(-c3ccncc3)o2)cc1	3	-9	10	-7	-3	-5	-10	10	-20	8	-8
CC(NC(=O)c1cccc(N2CCCC2=O)c1)c1ccc2c(c1)OCCO2 (centres undefined)	7	3	14	3	-20	12	8	10	1	-4	-19
COC(=O)c1ccc2cc(C)cc(C)c2n1	.	-8	-14	.	-20	-23	-10	0	1	-21	6
CCC(CC)c1nnc(NC(=O)C2CC(=O)N(C3CCCC3)C2)s1 (centres undefined)	-1	0	14	-11	-2	-8	21	4	4	-1	-5
CCOC(=O)c1c(NC(=O)CS(=O)(=O)c2cn(CC)c3ccccc23)sc2c1CCCC2	-11	-1	7	6	24	-5	14	18	-3	10	-17
(listing goes on)
SMILES	LMP1 NFkB inh	NOD2 RIPK2 PPI	SRC3 inh	TLR9-MyD88 inh	TWEAK Fn14 block	TRAIL sens C8	NR2F2 inh	LRH-1 inv ag	SRC1 inh	TROY signal inh	NCOA2 inhibitor
O=c1nc(C(F)(F)F)nc2ccccn12	-1	-5	-4	-5	14	10	10	-4	2	19	-26
O=C(NC1CCCC1)C(c1ccccc1)N(Cc1cccnc1)C(=O)Cc1cccs1 (centres undefined)	-5	-2	12	-11	14	9	5	6	-12	8	-12
NC(=O)C1CCN(CC(O)CSc2ccc(F)cc2)CC1 (centres undefined)	1	0	0	2	13	9	.	6	11	6	.
CC(=O)Nc1ccc(NC(=O)C(=O)NCC(c2ccco2)N2CCc3ccccc32)cc1 (centres undefined)	-6	1	16	3	8	42	14	2	4	3	-24
Cc1c(NC(=O)COC(=O)/C=C/c2cccc(Cl)c2)c(=O)n(-c2ccccc2)n1C	-1	5	7	8	5	-9	8	-7	-12	-9	-12
COc1ccc(-c2noc(=O)n2Cc2cc(C)ccc2C)cc1	-6	1	21	-12	7	-30	24	22	3	15	24
O=C(NCCCNC(=O)c1ccccn1)c1ccc(Cl)cc1	-4	-4	13	-1	21	-14	-9	-8	8	7	-30
O=C(N/N=C1\SCC(=O)N1CCc1ccccc1)c1cccs1	3	-15	17	-1	-1	1	-6	2	-8	2	-8
CCOc1ccc(-c2cc3cc(OC)c(OC)cc3c(C)n2)cc1	4	2	-6	12	-30	29	-24	5	-7	-18	-8
